Y pestis TopoI = Yersinia pestis topoisomerase I inhibitors, primary screen, biochemical, cleavage product accumulation, plate reader, single point; Y. pestis Topo-I cleavage product accumulation; activity, % at 10 µM; hit rate 0.064% among 360,000; in the data active = activity above about 50%, passing the limit was not always enough; inconclusive = no clear call, values can overlap the other calls; note: inactives centre near 2
PfHsp40 rescue = rescue of yeast from PfHsp40 toxicity, primary screen, S. cerevisiae, ATP luminescence. hit rate 0.68% among 340,000. growth rescue, % at 12.5 µM. AID 504582, 2011. S. cerevisiae expressing PfHsp40, growth rescue; in the data active = growth rescue above about 28%, passing the limit was not always enough; inconclusive = no clear call, values can overlap the other calls;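 note: yeast W303a lacking pdr1 and pdr3 grown in galactose medium; growth measured after three days at 30 °C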
CCHFV vOTU inh = CCHFV vOTU protease inhibitors, primary screen, biochemical, Pep-AMC substrate, fluorescence; Crimean-Congo hemorrhagic fever virus L polyprotein viral ovarian tumor (vOTU) protease …; inhibition, % at 11.5 µM; hit rate 0.55% among 370,000; AID 651958, 2012; in the data active = inhibition above about 30%; note: 0% = vehicle wells with enzyme and 100% = no enzyme wells
Anthrax LF inh2 = Bacillus anthracis LF protease inhibitors, primary screen, biochemical, multiplex microsphere, MLPCN library. Lethal factor (Bacillus anthracis), P15917. multiplex microsphere protease cleavage assay. inhibition, % at 10 µM. hit rate 0.12% among 360,000; note: plate controls were buffer without enzyme for full effect and enzyme alone for no effect
BoNT-F LC inh = BoNT/F light chain protease inhibitors, primary screen, biochemical, flow cytometry, MLPCN library. Multiplex microsphere protease cleavage assay. hit rate 0.22% among 360,000. AID 588497, 2011. inhibition, % at 10 µM; in the data active = inhibition above about 35%, passing the limit was not always enough; inconclusive = no clear call, values can overlap the other calls; note: plate controls were buffer without enzyme for full effect and enzyme alone for no effect
PrPC surface inh = inhibitors of human cell surface prion protein PrPC, primary screen, cell-based, TR-FRET. inhibition, % at 13.8 µM. AID 720596, 2013. TR-FRET read-out. hit rate 0.43% among 370,000; in the data active = inhibition above about 24%; note: 0% = median of the test wells and 100% = reference compound wells
FadD28 binding = inhibitors of FadD28 bisubstrate probe binding, primary screen, biochemical, fluorescence polarization, single point | inhibition, % at 12.5 µM | hit rate 0.22% among 360,000 | Mycobacterium tuberculosis FadD28 fatty-acid-AMP ligase; in the data active = inhibition above about 8.5%, passing the limit was not always enough; inconclusive = no clear call, values can overlap the other calls
TcdB inh = TcdB glycohydrolase inhibitors, primary screen, biochemical, single point, plate reader. Toxin B (Clostridioides difficile), P18177. TcdB glycohydrolase enzymatic assay. inhibition, % at 9.99 µM. hit rate 0.24% among 350,000; in the data active = inhibition above about 10%
BoNT-A LC inh2 = BoNT/A light chain protease inhibitors, primary screen, biochemical, flow cytometry, MLPCN library. Botulinum neurotoxin type A light chain protease (Clostridium botulinum A str. ATCC 3502). multiplex microsphere protease substrate cleavage. inhibition, % at 10 µM. hit rate 0.17% among 360,000; note: plate controls were buffer without enzyme for full effect and enzyme alone for no effect
Active calls of the source: *; ? = inconclusive; / = no result given; & = joins results of further samples. Cut-off read from the data, not from the text of the source, unless noted: active = inhibition above about 30%; inconclusive = no clear call, values can overlap the other calls; inactive = below that.

SMILES	Y pestis TopoI	PfHsp40 rescue	CCHFV vOTU inh	Anthrax LF inh2	BoNT-F LC inh	PrPC surface inh	FadD28 binding	TcdB inh	BoNT-A LC inh2
O=C(Nc1cc2c(cc1C(=O)O)OCCCO2)c1ccc(C(F)(F)F)cc1	2	0.8	5	1	-1	0	-3.1	0.8	-1.7
COc1ccc(N)cc1NC(=O)CN1CCOCC1	-7	/	11	-2	0	-6	-3.4	-0.2	-0.5
CC(=O)c1c(C)[nH]c(C(=O)NNC(=O)COc2cc(C)ccc2C(C)C)c1C	15	0.8	-1	-2	-6	-7	-2.8	1.7	-0.6
Cc1cc(C)c(S(=O)(=O)NCC(=O)NCc2cc(=O)n(C)c(=O)n2C)c(C)c1	0	-1.3	2	-3	3	-5	-1.2	1.6	1.0
Cc1cc(OCC(=O)N2CCC[C@@H]2C(=O)O)c2c(C)c(C)c(=O)oc2c1	0	-1.2	-32	-1	10	0	-1.3	5.5	-0.4
COc1ccc(-n2c(SC3CCOC3=O)nc3ccccc32)cc1 (stereo not given)	-4	-0.7	-1	4	-1	-2	-2.4	/	2.8
O=C(COCC(=O)N1CCOCC1)N1CCOCC1	11	-1.3	2	0	-6	-5	-0.4	0.1	-0.7
COc1ccccc1OCC#CCN1CCCCCC1	5	-0.2	-10	-3	-11	-3	-1.2	1.9	-2.7
COc1ccc(OC)c(/C=C/c2ccnc3ccccc23)c1	36	1.7	13	-3	-3	12	-4.6	1.6	0.2
CCOC(=O)NC1(NCC(C)C)Oc2ccccc2O1	12	-1.0	-5	-6	0	0	0.3	/	-0.3
CC(C)c1ccc(NC(=O)C2CC(=O)N=C(N)S2)cc1 (stereo not given)	4	-0.6	-1	0	?	-4	-4.2	/	0.1
Cc1cc(C)c(S(=O)(=O)N(CC(=O)N2CCOCC2)C2CCCCC2)c(C)c1	20	1.6	-9	-4	-4	-8	-2.3	/	0.2
COc1cccc(OC)c1C(=O)NCCSC1CCCCC1	-1	-0.2	7	-2	-5	-1	-2.8	1.4	-0.5
CCOc1ccc(-c2c(C(=O)N/N=C(\C)c3cccnc3)nnn2-c2nonc2N)cc1	3	0.8	8	-3	6	1	-0.4	0.9	0.6
Cc1ccc(NC(=O)C2CCC(CNc3c(N4CCC(C)CC4)c(=O)c3=O)CC2)cc1F (stereo not given)	-2	-1.7	-15	-4	-1	-4	-3.7	1.8	-0.7
Cc1ccc(S(=O)(=O)NCc2ccccc2)cc1C(=O)NCc1ccncc1	8	/	14	2	-2	5	-1.5	-0.4	-0.1
COc1cccc2c1-c1c(C(=O)O)cccc1C2=O	11	-0.5	7	0	?	-10	-1.0	-8.9	4.7
O=C(Nc1ccc(CN2CCCCC2)cc1)c1ccc(Br)o1	5	-0.4	9	0	-4	-9	-1.6	/	0.4
O=[N+]([O-])c1ccc(OCc2cnc(Cl)s2)cc1	10	0.9	-6	-7	-1	-4	-2.9	0.3	-0.5
CCS(=O)(=O)c1ccc(O)c(NC(=O)c2ccc(S(=O)(=O)N3CCCCCC3)cc2)c1	2	2.1	11	-3	-6	-3	-2.0	0.5	0.2
COc1ccc(C2C(C#N)=C(N)OC3=C2C(=O)CC(C)(C)C3)cc1Cn1cc([N+](=O)[O-])cn1 (stereo not given)	-7	-1.9	2	1	4	-1	-1.9	0.3	0.5
Cc1cc(C)cc(-n2cc[nH]c2=S)c1	-4	-1.4	5	-1	-4	9	-0.1	/	0.4
O=[N+]([O-])c1ccc(N2CCN(S(=O)(=O)c3ccccc3)CC2)c2cccnc12	26	2.6	-3	0	-1	-21	-5.7	1.5	-0.4
O=C(c1ccccc1-c1ncc[nH]1)N1CCc2c([nH]c3ccccc23)C1c1ccccn1 (stereo not given)	23	-0.9	-11	0	-9	-14	-1.8	1.6	-1.0
CCOC(=O)c1[nH]c(CSc2nnc(-c3ccc(OC)cc3)o2)c(C(=O)OCC)c1C	2	1.0	10	1	-6	-2	-3.6	/	1.3

Profiles, looked up by structure. Order of screens: Y pestis TopoI | PfHsp40 rescue | CCHFV vOTU inh | Anthrax LF inh2 | BoNT-F LC inh | PrPC surface inh | FadD28 binding | TcdB inh | BoNT-A LC inh2
Entry for O=[N+]([O-])c1ccc(N2CCN(S(=O)(=O)c3ccccc3)CC2)c2cccnc12 → 26 | 2.6 | -3 | 0 | -1 | -21 | -5.7 | 1.5 | -0.4
Entry for O=C(c1ccccc1-c1ncc[nH]1)N1CCc2c([nH]c3ccccc23)C1c1ccccn1 (stereo not given) → 23 | -0.9 | -11 | 0 | -9 | -14 | -1.8 | 1.6 | -1.0
Entry for Cc1cc(C)c(S(=O)(=O)NCC(=O)NCc2cc(=O)n(C)c(=O)n2C)c(C)c1 → 0 | -1.3 | 2 | -3 | 3 | -5 | -1.2 | 1.6 | 1.0
Entry for O=C(Nc1ccc(CN2CCCCC2)cc1)c1ccc(Br)o1 → 5 | -0.4 | 9 | 0 | -4 | -9 | -1.6 | / | 0.4
Entry for COc1ccccc1OCC#CCN1CCCCCC1 → 5 | -0.2 | -10 | -3 | -11 | -3 | -1.2 | 1.9 | -2.7

(more compounds)
SMILES	Y pestis TopoI	PfHsp40 rescue	CCHFV vOTU inh	Anthrax LF inh2	BoNT-F LC inh	PrPC surface inh	FadD28 binding	TcdB inh	BoNT-A LC inh2
CCCCCOc1ccc(NC2=CC(=O)CCC2)cc1	9	0.7	-15	6	-7	-8	-0.3	2.5	-6.7
CC(=O)[C@@H]1[C@@H]2C(=O)N(c3ccccc3F)C(=O)[C@@H]2[C@H]2c3ccccc3C=NN12	2	/	-1	-2	-1	-1	-3.6	1.0	-0.1
O=C(NC1CCCC1)C(c1ccc(Cl)cc1)N(C(=O)c1csnn1)C1CC1 (stereo not given)	-4	-1.3	16	12	-3	10	-0.1	-3.3	-1.4
CCOC(=O)c1ccccc1OC(=O)Oc1ccccc1C(=O)OCC	15	-0.6	5	-2	2	4	-3.2	0.3	0.4
CN1CCN(C(=O)c2ccc(-c3cccs3)s2)CC1	-4	-0.5	-100	14	?	-15	-1.2	-0.9	4.8
CCOc1ncccc1C(=O)N1CCN(Cc2ccc3c(c2)OCO3)CC1	2	0.3	6	-3	-6	-6	-0.5	/	-0.7
O=C(Cc1cccs1)Nc1nnc(SCc2ccc(F)cc2)s1	3	-0.3	4	0	3	-5	-2.9	/	-0.5
CCCCOc1ccc(C(=O)CCN2CCCCC2)cc1	-5	-0.6	2	-8	-10	7	-5.0	0.5	0.0
COc1cc(CNCCc2c[nH]c3ccccc23)ccc1OCc1ccccc1F	-6	1.5	0	-2	-12	-5	-0.8	2.1	-1.8
O=C(Cn1cc(C(F)(F)F)cc(Cl)c1=O)Nc1cc(Cl)cc(Cl)c1	1	-2.3	-6	-6	-1	2	-2.1	1.9	-1.4
Nc1cc(N2CCCCC2)c([N+](=O)[O-])cc1Cl	-1	0.0	-5	0	-4	-19	-0.9	-1.6	0.8
COc1ccccc1N1CCN(C(=O)NC23CC4CC(CC(C4)C2)C3)CC1	13	-0.4	3	0	2	-7	-4.3	0.6	0.6
CC(C)NC(=O)N(C)C[C@H]1Oc2ccc(NC(=O)C3CCCCC3)cc2C(=O)N([C@H](C)CO)C[C@@H]1C	4	-1.1	12	-5	-4	-5	0.8	-1.1&1.0	-0.1
NS(=O)(=O)c1ccc(NC(=O)/C=C/c2cccs2)cc1	8	-1.5	13	4	-8	-17	-0.8	-4.1	-0.2
CCOC(=O)N1CCC(NC(=O)C2CCN(S(=O)(=O)c3ccc4c(c3)oc(=O)n4C)CC2)CC1	-14	-0.4	-9	-4	-6	4	-3.0	1.2	-1.1
CC(=O)Nc1cccc(-c2ccnc3c2CC(C)(C(=O)NC(C)C)O3)c1 (stereo not given)	5	/	7	-4	-10	0	-1.1	0.4	-0.7
O=C(CSc1ccc(Br)cc1)Nc1ccc(N2CCOCC2)cc1	-5	-0.6	-14	-4	12	2	-1.8	-2.0	1.2
COc1cccc(-c2nc(-c3ccccc3)c(-c3ccccc3)[nH]2)c1OCC(=O)O	5	1.2	-15	2	9	5	0.0	1.2	0.3
Cc1cccn2c(=O)c3cc(C#N)c(=O)n(CCCN4CCOCC4)c3nc12	-1	-0.3	-274	-5	0	-12	-0.9	/	0.4
O=C(NCc1ccccc1)c1ccccc1CO	1	-1.5	-8	0	5	5	-0.6	/	1.0
COc1ccnc2c1c(=O)n(Cc1cccc(F)c1)c(=O)n2C	-13	-1.3	11	0	8	1	-4.7	-0.2	1.4
COc1ccc(C(=O)Nc2cc(C)on2)cc1S(=O)(=O)N1CC(c2ccccc2)CC1=O (stereo not given)	0	-0.9	7	-3	-6	-2	-1.1	0.2	-0.1
Cc1cccc(NC(=O)N2CCN(Cc3ccccc3)CC2)c1	0	0.3	-7	-6	-1	2	-3.2	/	0.5
C=C(C)COC(=O)c1ccccc1C(=O)OCC1(C)CO1 (stereo not given)	7	-1.1	-16	-5	-4	-3	0.4	1.8	-0.2
COc1ccc(C(=O)CCc2ccccc2)c(O)c1	7	0.9	7	2	-1	2	-2.9	0.8	-0.4

Sorted by length of the SMILES (high to low): some entries from above.
SMILES	Y pestis TopoI	PfHsp40 rescue	CCHFV vOTU inh	Anthrax LF inh2	BoNT-F LC inh	PrPC surface inh	FadD28 binding	TcdB inh	BoNT-A LC inh2
CC(=O)[C@@H]1[C@@H]2C(=O)N(c3ccccc3F)C(=O)[C@@H]2[C@H]2c3ccccc3C=NN12	2	/	-1	-2	-1	-1	-3.6	1.0	-0.1
COc1cc(CNCCc2c[nH]c3ccccc23)ccc1OCc1ccccc1F	-6	1.5	0	-2	-12	-5	-0.8	2.1	-1.8
COc1ccnc2c1c(=O)n(Cc1cccc(F)c1)c(=O)n2C	-13	-1.3	11	0	8	1	-4.7	-0.2	1.4
O=C(CSc1ccc(Br)cc1)Nc1ccc(N2CCOCC2)cc1	-5	-0.6	-14	-4	12	2	-1.8	-2.0	1.2
C=C(C)COC(=O)c1ccccc1C(=O)OCC1(C)CO1 (stereo not given)	7	-1.1	-16	-5	-4	-3	0.4	1.8	-0.2
CN1CCN(C(=O)c2ccc(-c3cccs3)s2)CC1	-4	-0.5	-100	14	?	-15	-1.2	-0.9	4.8

Going on with the list:
SMILES	Y pestis TopoI	PfHsp40 rescue	CCHFV vOTU inh	Anthrax LF inh2	BoNT-F LC inh	PrPC surface inh	FadD28 binding	TcdB inh	BoNT-A LC inh2
N/C(=N\OC(=O)c1ccc2c(c1)OCO2)c1ccc([N+](=O)[O-])cc1	-7	-1.7	9	1	1	1	-3.1	0.1	-0.2
Cc1nn(Cc2ccc(F)cc2)c(C)c1NC(=O)c1cnn2c1NC(c1cccs1)CC2C(F)(F)F (stereo not given)	0	1.3	-6	-1	2	-3	-4.5	/	2.5
CC(C)CNc1ncnc2c1ncn2[C@H]1CN(CCN2CCOCC2)C[C@@H](CO)O1	-4	/	-3	3	0	-8	-0.3	0.9	-0.5
O=C(N/N=C/c1ccccn1)c1cc(-c2ccccc2Cl)n[nH]1	6	-1.3	-4	-8	-10	4	-4.9	1.8	-2.7
Cc1ccc(CN2C(=O)CCC2C(=O)NCc2ccco2)cc1 (stereo not given)	-3	1.0	-17	-3	-12	-1	-2.2	/	-0.6
CNC(=S)NNC(=O)COc1ccc(C)c(C)c1	3	25	3	-2	30	-2	-1.4	6.6	2.7
COCCCN1C(=O)N(c2ccccc2)C(=O)C1CC(=O)Nc1ccc(F)cc1 (stereo not given)	-5	-0.7	-1	-16	-16	8	1.1	-0.3	-1.9
Fc1ccc(NCc2nnc(SCc3ccccc3)o2)cc1	-5	0.3	-7	-2	2	4	-2.2	1.1	0.1
COc1ccc(NC(=O)CN2CCC(C(N)=O)(N3CCCCC3)CC2)cc1	-6	-0.1	0	-2	-1	-1	-3.9	/	-0.9
COc1ccc([N+](=O)[O-])cc1N(CC(=O)NCC1CCCO1)S(C)(=O)=O (stereo not given)	5	-1.2	-4	0	4	-7	-5.4	/	0.1
